High-throughput results: PubChem, several laboratories
CHRM5 antagonist: human M5 muscarinic receptor antagonists, primary screen, CHO cells, Fluo-8 calcium fluorescence; AID 624040, 2012; 0.59% of 360,000 active; CHO-hM5 cells, ACh EC80; inhibition, % at 3 µM;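 active means inhibition above a per-plate cutoff, the mean of that plate's test compounds plus 3 SD, cut at about 27% in these data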;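 further: 0% = acetylcholine EC80 with DMSO and 100% = DMSO without agonist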
CHRM4 antagonist: human M4 muscarinic receptor antagonists, primary screen, CHO cells, Fluo-8 calcium fluorescence | inhibition, % at 3 µM | 0.73% of 360,000 active | CHO-hM4 cells, ACh EC80 | AID 624125, 2012 | Muscarinic acetylcholine receptor M4 (Homo sapiens), P08173;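 active means inhibition above its plate's cutoff, the mean inhibition of sample wells plus 3 SD, cut at about 27% in these data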;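 further: 0% = acetylcholine EC80 with DMSO and 100% = DMSO without agonist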
Target sequence (P08173 whole entry, looked up): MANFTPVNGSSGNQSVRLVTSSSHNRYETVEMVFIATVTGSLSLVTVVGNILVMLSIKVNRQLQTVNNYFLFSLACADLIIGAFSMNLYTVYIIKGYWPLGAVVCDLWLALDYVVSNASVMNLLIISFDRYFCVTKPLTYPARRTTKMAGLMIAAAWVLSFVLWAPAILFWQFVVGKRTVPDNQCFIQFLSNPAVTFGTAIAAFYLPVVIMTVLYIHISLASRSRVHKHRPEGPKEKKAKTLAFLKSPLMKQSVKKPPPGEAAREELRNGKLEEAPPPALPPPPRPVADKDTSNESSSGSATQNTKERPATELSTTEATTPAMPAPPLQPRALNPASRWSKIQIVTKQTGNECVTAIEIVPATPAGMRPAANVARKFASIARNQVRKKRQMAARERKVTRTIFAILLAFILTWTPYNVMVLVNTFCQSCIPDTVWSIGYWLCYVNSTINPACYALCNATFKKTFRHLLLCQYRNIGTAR
M5 PAM: human M5 muscarinic receptor positive allosteric modulators, primary screen, CHO-K1 cells, Fluo-8 calcium fluorescence; CHO-K1 hM5, ACh EC20 PAM; 0% = ACh EC20, 100% = ACh EC100; activation, % at 3 µM; 0.3% of 360,000 active; Muscarinic acetylcholine receptor M5 (Homo sapiens), P08912; AID 624038, 2012;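 active means activation above the run cutoff, the mean activation of all test compounds plus 3 SD, cut at about 18% in these data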
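Replicates: One well per compound, no replicates | System: Human M5 receptor in CHO-K1 cells | Benchmarks: Low control EC20 acetylcholine (0%), high control EC100 acetylcholine (100%) | Probe or stimulus: Acetylcholine, EC20 level | Times: Fluo-8 loading 80 min at 37 °C plus 30 min room temperature | Signal: Intracellular calcium via Fluo-8 fluorescence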
CHRM4 PAM: human M4 muscarinic receptor positive allosteric modulators, primary screen, CHO-K1 cells, Fluo-8 calcium fluorescence. AID 624126, 2012. 0.4% of 360,000 active. CHO-K1 hM4/Gqi5, ACh EC20; 0% = ACh EC20, 100% = maximal ACh. Muscarinic acetylcholine receptor M4 (Homo sapiens), P08173. activation, % at 3 µM;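 active means activation above its plate's cutoff, the mean activation of sample wells plus 3 SD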; further: some results filed as inactive read as strong as hits
CHRM5 agonist: human M5 muscarinic receptor agonists, primary screen, CHO-K1 cells, Fluo-8 calcium fluorescence | Muscarinic acetylcholine receptor M5 (Homo sapiens), P08912 | CHO-K1 hM5 cells; 0% DMSO wells, 100% maximal acetylcholine response | activation, % at 3 µM | 0.19% of 360,000 active | AID 624037, 2012;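 active means activation above the run's mean over test compounds plus 3 SD, cut at about 23% in these data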;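 further: signal is peak over basal fluorescence ratio across the kinetic read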
CHRM1 PAM: human M1 muscarinic receptor positive allosteric modulators, primary screen, CHO-K1 cells, Fluo-8 calcium fluorescence, 1536-well | Muscarinic acetylcholine receptor M1 (Homo sapiens), P11229 | CHO-K1 hM1, ACh EC20; 0% = ACh EC20, 100% = maximal ACh | activation, % at 3 µM | 0.088% of 360,000 active | AID 588819, 2011; in the data active means activation above about 19%, passing the limit was not always enough
Target sequence (P11229 whole entry, looked up): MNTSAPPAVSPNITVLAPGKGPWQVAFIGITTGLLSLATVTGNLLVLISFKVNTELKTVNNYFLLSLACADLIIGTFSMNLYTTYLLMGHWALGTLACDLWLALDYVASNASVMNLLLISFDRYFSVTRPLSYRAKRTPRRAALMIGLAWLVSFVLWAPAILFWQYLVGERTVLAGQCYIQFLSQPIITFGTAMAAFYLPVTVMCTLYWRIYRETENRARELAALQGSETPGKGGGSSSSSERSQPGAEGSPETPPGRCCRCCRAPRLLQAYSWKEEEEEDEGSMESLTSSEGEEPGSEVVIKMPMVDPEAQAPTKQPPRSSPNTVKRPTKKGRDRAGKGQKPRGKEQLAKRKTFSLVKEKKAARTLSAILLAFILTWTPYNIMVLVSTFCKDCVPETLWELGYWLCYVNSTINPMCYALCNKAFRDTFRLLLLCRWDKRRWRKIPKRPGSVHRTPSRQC
CRFR2-BP ag: agonists of CRF-BP/CRF-R2 complex, primary screen, cell-based, HEK293, calcium dye fluorescence, uHTS. calcium dye fluorescence (FLIPR); percent of saturating CRF peptide response. activation, % at 13.2 µM. 0.46% of 350,000 active. AID 588473, 2011;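 active means activation of at least 50%, plus an integration ratio under a set limit after plate pattern correction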;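 further: plate controls were neutral control wells without compound for no effect and CRF at EC100 for full effect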
M4 ag: human M4 muscarinic receptor agonists, primary screen, CHO-K1 cells, Fluo-8 calcium fluorescence. Muscarinic acetylcholine receptor M4 (Homo sapiens), P08173. 0.14% of 360,000 active. CHO-K1 hM4/Gqi5; vehicle 0%, full acetylcholine response 100%. activation, % at 3 µM. AID 624127, 2012;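 active means activation above the run mean over all test wells plus 3 SD, cut at about 32% in these data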;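 further: peak over basal fluorescence ratio per well then scaled between controls; 0% = DMSO wells and 100% = acetylcholine at EC100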
M1 antag: human M1 muscarinic receptor antagonists, primary screen, CHO-K1 cells, Fluo-8 calcium fluorescence, 1536-well. CHO-K1 hM1, ACh EC80 antagonist. Muscarinic acetylcholine receptor M1 (Homo sapiens), P11229. 1.3% of 360,000 active. inhibition, % at 3 µM;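 active means percent inhibition above its own plate's cutoff, namely the mean of that plate's compound wells plus 3 SD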;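 further: peak over basal fluorescence ratio during 140 s after agonist addition; 0% = ACh EC80 plus DMSO and 100% = DMSO alone without agonist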
* = called active by the depositor; nt = not tested or not shown.

SMILES	CHRM5 antagonist	CHRM4 antagonist	M5 PAM	CHRM4 PAM	CHRM5 agonist	CHRM1 PAM	CRFR2-BP ag	M4 ag	M1 antag
CC1CN(c2ccccc2)CCN1Cc1nc(Cc2ccccc2)no1 (stereo not drawn)	14	9	3	-7	-5	7	-1.9	3	0
O=Cc1c(NCc2ccccc2F)c2ccccc2[nH]c1=O	1	6	4	3	-7	2	-0.9	1	-8
CC(C)(C)c1ccc(OCCC(=O)OCC(=O)Nc2cccnc2Cl)cc1	1	-11	2	2	0	-3	1.7	4	0
O=C(NC(=S)Nc1cccc(O)c1)C12CC3CC(CC(C3)C1)C2	-7	-18	-4	0	0	3	-0.6	-1	-11
Cc1cccc(NS(=O)(=O)Cc2ccccc2)n1	-6	-4	1	14	-2	5	0.8	1	-13
O=C(NCc1ccco1)c1sc2ccccc2c1Cl	0	-6	-2	7	-6	3	2.7	1	3
CCC(=O)c1ccc(OCC(=O)OCC(=O)NC2CCCC2)cc1	-4	-2	-2	8	6	7	-2.9	2	-14
CN(C(=O)COC(=O)COc1ccc2c(c1)CCC2)c1c(N)n(Cc2ccccc2)c(=O)[nH]c1=O	-3	-6	2	-1	0	3	-1.6	1	-10
Cc1sc2ncnc(NCC3COc4ccccc4O3)c2c1C (stereo not drawn)	38*	32*	-17	-12	1	-17	0.8	11	30
Cn1nnc(NC(=O)c2ccccc2F)n1	-1	5	-2	-4	-1	3	0.4	0	-3
CCCS(=O)(=O)NC(=O)C1(C)CCCN(C(=O)c2ccc(SC(F)(F)F)cc2)C1 (stereo not drawn)	-1	-3	7	3	0	14	nt	0	-19
Cc1ccn2c(=O)c(C(=O)NC3CCCCC3C)c(O)nc2c1 (stereo not drawn)	-2	-9	-1	20	2	13	-0.2	1	-9
Cc1cc(C)n2nc(S(=O)(=O)NC(C)(C)C)nc2n1	0	3	19*	8	1	3	1.0	2	0
COc1cc(C(=O)OCC(=O)c2ccccc2)cc2c1OCCO2	9	-8	-1	6	-1	5	-2.6	1	4
Cc1nnc(NC(=O)CSc2nc(N)c(NC(=O)c3cccs3)c(=O)[nH]2)s1	0	-11	8	7	1	6	-1.2	0	-6
COC(=O)c1nc(-c2ccccc2)n[nH]1	-3	10	0	3	0	3	0.3	0	3
O=C(O)CS(=O)(=O)c1ccc(C(F)(F)F)cn1	-5	-2	-11	-1	-5	10	2.0	0	-5
COCc1nnc(NC(=O)c2cc3ccccc3o2)s1	9	-23	-3	5	-1	1	0.1	1	-10
COc1cc([N+](=O)[O-])ccc1NC(=O)Nc1ccc(C(=O)N2CCCC2)cc1	0	-3	-5	1	-3	-1	-0.7	1	10
CCOc1ccc(-c2nnc(-c3ccc(OC)cc3)o2)cc1	-1	-9	1	15	-2	2	2.5	1	-25

Reformatted: results already given
CHRM5 antagonist	CHRM4 antagonist	M5 PAM	CHRM4 PAM	CHRM5 agonist	CHRM1 PAM	CRFR2-BP ag	M4 ag	M1 antag	SMILES
-4	-2	-2	8	6	7	-2.9	2	-14	CCC(=O)c1ccc(OCC(=O)OCC(=O)NC2CCCC2)cc1
-3	-6	2	-1	0	3	-1.6	1	-10	CN(C(=O)COC(=O)COc1ccc2c(c1)CCC2)c1c(N)n(Cc2ccccc2)c(=O)[nH]c1=O
38*	32*	-17	-12	1	-17	0.8	11	30	Cc1sc2ncnc(NCC3COc4ccccc4O3)c2c1C (stereo not drawn)
-1	5	-2	-4	-1	3	0.4	0	-3	Cn1nnc(NC(=O)c2ccccc2F)n1

Later entries:
SMILES	CHRM5 antagonist	CHRM4 antagonist	M5 PAM	CHRM4 PAM	CHRM5 agonist	CHRM1 PAM	CRFR2-BP ag	M4 ag	M1 antag
COc1ccc(NC2=CC(=O)N(C)C2=O)cc1	-8	-16	3	13	1	7	-2.0	1	-12
COc1ccc([C@H]2CC(=O)C[C@@H](CCn3cc(-c4ccc(F)cc4)nn3)O2)cc1	1	-9	2	0	3	nt	nt	1	nt
O=S1(=O)N=C(N2CCN(Cc3ccccc3)CC2)c2ccccc21	1	-3	-2	2	-1	3	-2.0	0	-2
CCOC(=O)Nc1ccc(NC(=O)c2c(OC)cccc2OC)cc1	-2	2	3	4	-2	6	1.0	0	-3
COc1ccc(-n2nc3c(c2NC(=O)C24CC5CC(CC(C5)C2)C4)CS(=O)C3)cc1 (stereo not drawn)	6	-1	-1	-2	-1	4	-0.8	0	-1
CC(=O)C(C(C)=O)C(c1ccccc1)c1nc2ccccc2[nH]c1=O (stereo not drawn)	13	10	-6	-9	4	4	-0.6	13	4
COc1cc(CN2CCCC(N3CCN(c4ccccc4C)CC3)C2)cc(Cl)c1O (stereo not drawn)	9	-2	0	-4	0	-8	0.2	1	2
Cc1ccc(C)c(OCC(O)CN2CCC(Cc3ccccc3)CC2)c1 (stereo not drawn)	19	12	-15	-15	-5	-25	1.0	11	15
CCOc1ccc(S(=O)(=O)N(CC(=O)N/N=C/c2ccc(-c3ccc([N+](=O)[O-])cc3)o2)c2ccccc2)cc1	9	5	-1	-2	-2	1	4.1	4	-1
CC(C)(C)C(=O)C[n+]1ccccc1	-15	-15	6	7	-5	-5	2.0	1	10
O=C(N1CCOCC1)N1CCN(c2ccccc2F)CC1	-4	-16	1	6	2	15	-0.2	0	-12
COc1ccc(C(C)(C)C)cc1S(=O)(=O)N1CCC(C(N)=O)CC1	1	-2	-3	0	1	4	1.7	0	-12
COc1ccc(OC)c(CN2C(=O)c3ccccc3C2c2nnnn2C(C)C)c1 (stereo not drawn)	4	9	1	-3	3	nt	nt	-1	nt
Cc1cccc(/C=C/c2ccccc2)n1	6	-1	-2	-4	0	-1	nt	-1	-11
Cn1cc(S(=O)(=O)N2CCN(Cc3ccccc3)CC2)c(=O)n(C)c1=O	2	-6	5	8	3	16	1.4	2	-13
CCCOc1ccc(N2C(=O)CC(NCc3ccncc3)C2=O)cc1 (stereo not drawn)	8	-5	0	-5	-6	3	-2.1	0	-3
O=C(CCC1CCCN(Cc2cccc(Cl)c2)C1)NCc1ccccc1F (stereo not drawn)	4	-2	-3	-16	-15	2	1.4	1	0
Cc1nc2ccccc2c2c(N)cccc12	9	-6	11	5	2	4	0.2	1	-11
Cc1[nH]c2ccc(C(=O)NCCCN3CCOCC3)cc2c1C	2	-7	-4	1	-2	0	-2.5	0	-5
CC(OC(=O)C1=COCCO1)C(=O)NC1CCCCC1C (stereo not drawn)	-1	-1	1	1	2	1	0.1	0	-2
CCCCn1c(=O)[nH]c(=O)c2c1nc(CN1C(=O)c3ccccc3S1(=O)=O)n2CCC	4	2	-4	-1	1	-14	-1.4	2	17
C=CCC[C@@H](Cc1ccc(F)cc1)C(=O)OC[C@@H](NC(=O)[C@H](CC=C)CC(=O)N(CCO)Cc1ccccc1)c1ccccc1	16	8	-11	-6	-2	-5	0.7	7	12
C[C@H](CO)N1C[C@H](C)[C@@H](CN(C)C(=O)Nc2ccc3c(c2)OCO3)Oc2c(NS(=O)(=O)c3ccc(F)cc3)cccc2C1=O	8	-10	1	13	0	11	-2.5	4	-7
COc1nsnc1N1CCOCC1	-1	-8	7	2	1	7	1.1	-1	-2
Cc1cc(C)cc(NC(=O)C2C3C=CC4(O3)C2C(=O)N(CCCN2CCCC2)C4C(=O)NC2CCCC(C)C2C)c1 (stereo not drawn)	12	7	0	-5	-4	0	1.4	1	3
Cc1ccc(C)c2c1cc(C)c1nnc(SCC(=O)Nc3cccc(C(=O)O)c3)n12	1	4	3	11	0	5	10	1	-10
Cc1cc(Br)ccc1NC(=O)CCCOc1cc(=O)n(C)c2ccccc12	-8	0	2	-2	-2	-1	nt	1	-8
CCC1(C)NC(=O)N(CC(=O)NCC(=O)Nc2c(C)cc(C)cc2C)C1=O (stereo not drawn)	7	-7	5	11	0	9	2.2	1	-15
O=C(CSc1ncccn1)Nc1ccc(S(=O)(=O)N2CCCCC2)cc1	1	6	1	2	-2	5	-2.1	3	-40
CC(C)(C)N1C(=O)c2ccc(C(=O)Nc3ccc(C(=O)O)cc3)cc2C1=O	-17	-1	0	-4	5	13	-0.7	0	-19
CC(C)(C)NC(=O)CN(Cc1ccc2c(c1)OCO2)C(=O)CNS(=O)(=O)c1ccccc1	13	-1	-5	-2	-4	-2	-1.2	1	3
COCCN(C(=O)CSc1nnc(-c2ccccc2C)n1C)c1c(N)n(Cc2ccccc2)c(=O)[nH]c1=O	-8	4	-3	1	-1	7	-1.9	3	-5
COc1ccc(N2C(=O)CC(S/C(N)=N/N=C(\C)c3cccs3)C2=O)cc1 (stereo not drawn)	-1	0	-3	4	-6	8	0.2	4	-15
CC1CCCN(Cc2c(O)ccc3c4c(c(=O)oc23)CCCC4)C1 (stereo not drawn)	-2	3	6	-5	-7	-1	-4.6	2	2
O=C(Nc1nc2ccccc2n1CCOc1ccc(Cl)cc1)c1ccco1	4	12	-5	-6	1	-6	5.8	10	8
CCN1CNC(=S)N(c2cccc(C)c2C)C1	-1	-3	-1	-4	0	3	-0.4	1	0
CCc1ccc2nc(NC(=O)C3CSC4(C)CCC(=O)N34)sc2c1 (stereo not drawn)	-4	-11	-4	4	-1	6	0.4	1	-1
CC(C)(C)c1ccccc1OCCOCCNCc1ccccc1	8	10	-7	-14	-2	-11	-1.3	12	11
CCOc1cc(CNn2c(C)nnc2SCC(=O)NC(C)(C)C)ccc1OCC(=O)NC(C)(C)C	-12	-8	4	15	2	6	2.0	1	-5
Cc1cccc(NC(=S)N(CCCN(C)C)Cc2cc3cc4c(cc3[nH]c2=O)OCO4)c1	1	5	1	4	-5	10	1.7	0	2
c1ccc(-c2cc3nc(NCc4ccc5c(c4)OCO5)ccn3n2)cc1	0	-2	-3	-8	2	-3	nt	4	-4
N#Cc1ccc(N[C@@H]2CCN3C(=O)c4ccccc4[C@@H]3C[C@H]2O)cc1	4	-21	-10	1	2	17	-5.3	10	-1
CC(=O)N1CCc2c(sc(NC(=O)C3CC3)c2-c2nc3ccccc3s2)C1	6	1	-10	-9	1	-8	17	6	3
O=C(CSc1nnc(NC(=O)c2cc(Br)ccc2Cl)s1)NCC1CCCO1 (stereo not drawn)	1	5	-6	0	-5	4	0.7	0	0
Cc1nnc(NC(=O)CCS(=O)(=O)c2ccccc2)s1	-5	-13	1	8	0	4	0.3	2	-10
O=C1S/C(=C/c2ccccc2F)C(=O)N1CCN=C1NS(=O)(=O)c2ccccc21	10	-6	-15	-11	5	-5	-2.8	15	2
Cc1ccc(S(=O)(=O)N2CCOCC2)cc1NC(=O)c1cc(-c2ccccn2)nc2ccccc12	15	11	-11	-29	3	-5	0.8	12	7
O=c1[nH]cc(N=Cc2cc(Cl)cc(Cl)c2O)c(=O)[nH]1	-6	-18	4	4	0	2	5.2	1	-8
